# NOD2-RIPK2 inh: inhibitors of human NOD2-RIPK2 interaction. AID 624267. CHO BLA complementation NOD2-RIPK2, CCF4 ratio. 360,000 compounds, 0.38% hits. O43353. inhibition, % at 4.98 µM; in the data active = inhibition above about 21%;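 also: 0% = vehicle only and 100% = reference blocker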
# Granule exo inh: lytic granule exocytosis inhibition; TALL-104 LAMP-1 surface exposure, flow cytometry; cells stimulated with thapsigargin and PMA; inhibition, % at 10 µM; 360,000 compounds, 0.66% hits;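 active = inhibition above about 55%, limit read from the data; inconclusive = no clear call, values can overlap the other calls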
# aDG glyco up: increases alpha dystroglycan glycosylation; activation, % at 10 µM; 360,000 compounds, 0.22% hits; AID 624168; Pro5-aDG cells, alpha-DG glycosylation AlphaScreen (IIH6); 0% Pro5, 100% B10-LARGE cell signal;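 active = activation of at least 8% versus controls, or a plate z-score of at least 8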;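 also: Pro5 are CHO cells carrying HIG-tagged alpha-DG that lacks glycosylation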
# ABCB6 inh 2: blocks the human ABCB6 transporter | Q9NP58 | fluorescence ratio to DMSO, % at 10 µM | K562-ABCB6 porphyrin accumulation, flow cytometry, 1 h; active compounds read low | 360,000 compounds, 0.19% hits;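 active = fluorescence ratio to DMSO below 75%, the collection mean minus 3 SD; inconclusive = too few cells collected in the well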;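 also: signal is porphyrin accumulated inside mitochondria; 100% equals median channel fluorescence of DMSO control wells; lower ratio means ABCB6 inhibition with less porphyrin fluorescence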
# Glyco luc inh: blocks N-linked glycosylation in D54 reporter cells; D54 ERlucT glycosylation luciferase reporter, 24 h; percent of 100 nM tunicamycin response; reporter increase, % at 12.5 µM; 360,000 compounds, 0.23% hits;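 active = mean luciferase reporter signal, scaled so untreated is 0 and the glycosylation-blocking control 100, at or above a set limit in every replicate; inconclusive = mean reaches the limit but not every replicate does; inactive = mean below the limit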;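 also: luciferase carries N-glycosylation sites so blocking glycosylation raises the light; 0% = median of neutral control wells and 100% = median of 100 nM tunicamycin wells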
# Vif imaging: blocks HIV Vif function. 340,000 compounds, 0.35% hits. HEK293T cells, Vif self-association by quenched fluorescence, imaging, 24 h. inhibition, % at 7.49 µM; in the data active = inhibition above about 50%, passing the limit was not always enough; inconclusive = no clear call, values can overlap the other calls; inactive = below about 31%; also: some results filed as inactive read as strong as hits
# TLR9-MyD88 inh: blocks human TLR9 binding to MyD88. CHO BLA complementation TLR9-MyD88, CCF4 FRET ratio. inhibition, % at 4.98 µM. 340,000 compounds, 0.21% hits. AID 504734;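 active = inhibition above the mean over all tested compounds plus 3 SD, cut at about 21% in these data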;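 also: 0% = DMSO only wells and 100% = clavulanate BLA inhibitor control wells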
# MC4R ag barr: agonists of human melanocortin 4 receptor (MC4R) beta-arrestin; activation, % at 8.9 µM; 360,000 compounds, 0.98% hits; U2OS MC4R beta-arrestin complementation, luminescence; percent of melanotan II response, DMSO zero; AID 540308;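 active = activation above a per-plate cutoff, the mean activation of sample wells on that plate plus 3 SD, cut at about 8% in these data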
# MC4R antag cAMP: human MC4R antagonism in cAMP assay | P32245 | MC4R-expressing cells, MTII-stimulated cAMP, LANCE TR-FRET | inhibition, % at 6.5 µM | 360,000 compounds, 0.48% hits | AID 540295;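 active = inhibition above its plate's cutoff, the mean of tested wells on that plate plus 3 SD, cut at about 29% in these data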;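 also: 0% = Melanotan II alone and 100% = Melanotan II plus saturating MCL0020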
#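 Material: human MC4R-expressing U2OS cells. Probe or stimulus: Melanotan II challenge. Dosing: 6.5 µM single dose. Times: 30-min compound, 1-h challenge, 1-h detection, room temperature. Technique: TR-FRET with Eu-cAMP and labeled anti-cAMP, 671 nm. Replication: singlicate.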
# ABHD5-PLIN5 inh: inhibitors of human ABHD5-perilipin-5 interaction. Q00G26+Q8WTS1. 360,000 compounds, 0.78% hits. AID 602281. Split G. princeps luciferase complementation, luminescence, 4 h. inhibition, % at 4 µM;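 active = inhibition above the mean inhibition across every tested compound plus 3 SD, cut at about 22% in these data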;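 also: 0% = DMSO only wells and the 100% control is not disclosed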
# Target sequence (Q00G26 whole entry, looked up): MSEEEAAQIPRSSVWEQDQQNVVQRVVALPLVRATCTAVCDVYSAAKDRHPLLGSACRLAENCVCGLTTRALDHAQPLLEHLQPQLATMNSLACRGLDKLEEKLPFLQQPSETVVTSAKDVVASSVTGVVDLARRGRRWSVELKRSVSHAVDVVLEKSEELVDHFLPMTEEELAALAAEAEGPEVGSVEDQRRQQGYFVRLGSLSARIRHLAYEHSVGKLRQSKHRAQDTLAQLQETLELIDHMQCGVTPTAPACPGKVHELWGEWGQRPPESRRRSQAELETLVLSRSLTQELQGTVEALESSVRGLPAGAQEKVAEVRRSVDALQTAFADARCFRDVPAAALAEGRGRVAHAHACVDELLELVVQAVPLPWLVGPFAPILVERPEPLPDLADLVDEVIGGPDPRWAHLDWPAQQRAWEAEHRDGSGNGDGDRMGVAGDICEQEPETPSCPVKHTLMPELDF
# Target sequence (Q8WTS1 whole entry, looked up): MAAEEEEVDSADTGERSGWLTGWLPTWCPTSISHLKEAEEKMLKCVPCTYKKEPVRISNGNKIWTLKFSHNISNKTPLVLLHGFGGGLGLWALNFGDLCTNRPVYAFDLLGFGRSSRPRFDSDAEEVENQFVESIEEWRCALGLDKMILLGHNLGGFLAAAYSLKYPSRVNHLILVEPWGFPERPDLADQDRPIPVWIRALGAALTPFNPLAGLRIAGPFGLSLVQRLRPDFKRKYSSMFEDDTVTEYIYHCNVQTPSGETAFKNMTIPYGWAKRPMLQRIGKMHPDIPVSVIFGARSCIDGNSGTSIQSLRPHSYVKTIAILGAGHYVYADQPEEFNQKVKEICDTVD
# An asterisk follows results filed as active; ? = inconclusive; / = no result given. An excerpt (hit frequency here may not be typical).
1: CCOC(=O)c1ccccc1NC(=O)c1ccc(F)cc1
2: CC(=O)Nc1ccc(S(=O)(=O)N=S(C)C)cc1
3: COc1ccc(/C=N/NC(=O)c2ccc3c(c2)OCCO3)c(OC)c1
4: O=C1C=CC(=O)N1c1ccc(Nc2ccccc2)cc1
5: CCCC(C)NC(=O)Cc1ccccc1[N+](=O)[O-] (configuration not stated)
6: S=C(Nc1cccc(Cl)c1)Nc1ccccc1Oc1ccccc1
7: Cc1ccc(S(=O)(=O)NCC(=O)N(CCc2ccccc2)CC(=O)NCc2ccco2)cc1
8: O=C(c1ccc(Cl)s1)N1CCN(c2ccccc2)CC1
9: CN(C)CCCNC(=O)CCC1CCCCC1
10: CC(C)CN(C(=O)COC(=O)c1ccc2c(c1)OCCO2)c1c(N)n(Cc2ccccc2)c(=O)[nH]c1=O

entry no.	1	2	3	4	5	6	7	8	9	10
NOD2-RIPK2 inh	-6	2	1	-2	0	3	4	6	-7	4
TLR9-MyD88 inh	8	-8	-5	-5	8	-1	-3	8	-20	4
MC4R ag barr	3.4	0.8	-1.6	-3.2	-1.2	6.2	1.5	-0.9	-0.4	-2.4
ABHD5-PLIN5 inh	-7	6	-13	13	-5	-4	13	2	3	-3
ABCB6 inh 2	101	96	98	102	105	99	98	103	99	105
Vif imaging	-2	1	-7	1	-2	-13	2	3	3	1
aDG glyco up	-0.1	-0.2	-0.5	-0.1	0.3	-0.1	0.2	0.0	0.0	-0.2
MC4R antag cAMP	8	4	2	9	3	10	9	-7	-1	4
Glyco luc inh	-2	1	-2	-1	2	-5	3	1	-1	1
Granule exo inh	-2	0	10	11	2	1	-2	7	5	9

11: COc1ccc(N2C3=C(CC4=C2CC(C)(C)CC4=O)C(=O)CC(C)(C)C3)cc1
12: NC(=O)C1=C[C@@H](c2ccc(Br)cc2)C[C@@H](OCc2ccc(CO)cc2)O1
13: Cc1cc(C)nc(NC(=O)c2cccs2)n1
14: CCC(C(=O)NC1CC(C)(C)NC(C)(C)C1)c1ccccc1 (configuration not stated)
15: COCCn1c(=N)c(S(=O)(=O)c2ccc(F)cc2)cc2c(=O)n3cccc(C)c3nc21
16: CCN=C1S/C(=C\c2cc(Br)c(O)c(OC)c2)C(=O)N1CC
17: CN(C)C(=O)c1ccccc1NC(=O)Cc1cccc2ccccc12
18: Cc1ncc(C(=O)Nc2ccccc2)[nH]1
19: CCC(C)(C)NC(=O)C(c1ccc(OC)cc1)N(C(=O)CCC(=O)Nc1cc(C)on1)c1cc(OC)ccc1OC (configuration not stated)
20: Cn1c(N)c(N=O)c(=O)n(C)c1=S

entry no.	11	12	13	14	15	16	17	18	19	20
NOD2-RIPK2 inh	0	0	0	-10	-2	14	-2	3	-9	-4
TLR9-MyD88 inh	4	3	-2	-5	-4	3	-12	-6	-5	-6
MC4R ag barr	-3.7	-2.1	-1.1	0.5	1.6	1.8	-0.4	-0.4	-0.3	-2.0
ABHD5-PLIN5 inh	10	4	0	1	-3	-3	1	-5	1	-5
ABCB6 inh 2	98	98	95	97	101	94	104	103	101	94
Vif imaging	-3	-15	-2	-2	22	/	29	20	-1	9
aDG glyco up	0.0	0.0	-0.1	0.0	-0.1	-0.1	0.3	0.0	-0.1	2.5
MC4R antag cAMP	7	10	2	10	-13	11	2	11	0	-7
Glyco luc inh	10	1	-1	2	6	2	0	-4	-1	2
Granule exo inh	-1	-10	1	8	2	-4	2	-5	27	3

21: COc1ccc(NC(=O)C2CCN(S(C)(=O)=O)CC2)c(OC)c1
22: CCOc1ccccc1NC(=O)c1cc2ccccc2o1
23: CCOC(=O)c1cn(-c2ccc(F)c(F)c2F)c2c(F)c(F)c(F)cc2c1=O
24: COc1cc(NC(=O)Cn2cnc(C(=O)Nc3ccc(C)c(C)c3)n2)cc(OC)c1OC
25: Cc1cc(NC(=O)c2ccc(NC(=O)C(C)Oc3ccccc3)cc2)no1 (configuration not stated)
26: CSCC(C)N1CCC(CO)(CCCc2ccccc2)CC1 (configuration not stated)
27: O=C(Nc1ccc(F)cc1F)c1csc(-c2ccncc2)n1
28: CCOc1ccc(S(=O)(=O)N(CC)CC(=O)N2CCCC2)cc1
29: CCOC(=O)c1c(C)[nH]c(C(=O)OCC(=O)NC(C)(C)C)c1C
30: Cc1cc2[nH]c(=O)c(=O)[nH]c2cc1S(=O)(=O)Nc1cccc(Cl)c1C

entry no.	21	22	23	24	25	26	27	28	29	30
NOD2-RIPK2 inh	4	5	11	-10	-8	-5	-1	-10	-4	3
TLR9-MyD88 inh	-10	-8	0	-9	-7	-14	-4	2	-11	6
MC4R ag barr	-1.2	-0.9	1.1	-1.4	2.0	-1.0	1.6	-2.2	-1.6	-1.6
ABHD5-PLIN5 inh	-5	0	4	-14	-10	6	-1	-8	1	0
ABCB6 inh 2	113	96	119	93	100	97	98	102	96	100
Vif imaging	-4	/	-3	/	-1	-1	3	-1	-13	4
aDG glyco up	0.0	0.0	0.4	-0.1	-0.2	-0.1	0.0	0.0	0.2	0.0
MC4R antag cAMP	-2	3	28	1	19	-14	20	14	0	7
Glyco luc inh	1	-1	3	5	1	1	1	0	0	4
Granule exo inh	0	-5	6	1	-2	-3	-3	-14	-1	1

31: Cc1ccc2nc(CN(C)C(=O)[C@H]3O[C@@H](n4ccc(=O)[nH]c4=O)[C@H](O)[C@@H]3O)[nH]c2c1
32: OCCNc1ncnc2c1ncn2[C@H]1CN(C2CCCC2)C[C@@H](CO)O1
33: O=C(c1cc2nc(-c3ccco3)cc(C(F)(F)F)n2n1)N1CCN(Cc2ccccc2)CC1
34: O=C(NCCc1ccccc1)c1cc(-c2ccccc2)c(N2CCOCC2)s1
35: S=c1sc2c(N3CCN(Cc4ccccc4)CC3)ncnc2n1-c1ccccc1
36: COc1cccc(/C=N\NC(=O)c2cc(OCC(F)(F)F)ccc2OCC(F)(F)F)c1
37: O=C(NCc1ccc(F)cc1)C1CCN(C(=O)NCc2ccccc2)CC1
38: O=C(Nc1cccc(S(=O)(=O)NC2=NCCCCC2)c1)c1cc(-c2ccc(Cl)cc2)nc2ccccc12
39: CC(C)C[C@H]1CNC(=S)N1C[C@H]1CCCN1C[C@H](Cc1ccc(O)cc1)N1C[C@H](Cc2ccc(O)cc2)N(CC2CCCCC2)C1=S
40: Cc1oc(CSCC2CCCO2)cc1C(=O)O (configuration not stated)

entry no.	31	32	33	34	35	36	37	38	39	40
NOD2-RIPK2 inh	-4	1	-1	-3	3	-6	-11	-3	9	-3
TLR9-MyD88 inh	/	/	-2	1	-4	-2	-5	-6	/	-16
MC4R ag barr	/	-2.1	0.2	0.0	1.1	-0.4	-1.7	-0.2	/	1.9
ABHD5-PLIN5 inh	5	-5	-4	2	2	-5	2	6	4	-4
ABCB6 inh 2	100	95	98	96	93	97	98	95	102	94
Vif imaging	/	-2	3	-32	0	4	-4	-6	6	22
aDG glyco up	0.0	0.0	0.0	-0.3	0.5	-0.2	-0.1	-0.1	1.0	-0.4
MC4R antag cAMP	/	6	-4	17	5	10	2	-2	/	12
Glyco luc inh	0	0	10	-1	2	0	-1	3	-9	1
Granule exo inh	0	-7	7	-2	4	-2	6	-1	48	0

41: Cc1ccnc(SCc2cc(=O)c(OC(=O)c3ccc(Br)o3)co2)n1
42: O=C(CCS(=O)(=O)Cc1ccccc1)N1CCN(c2ccccc2)CC1
43: COc1ccc(/C=C/C(=O)OC(C)CN2CCOCC2)cc1 (configuration not stated)
44: COc1ccc(N2CCN(C(=O)[C@H](C)N3C(=O)C4CC=CCC4C3=O)CC2)cc1 (some centres not stated)
45: Cc1ccc(S(=O)(=O)CC(=O)NCc2ccccc2)cc1
46: Cc1c(C(=O)NCc2ccccc2)oc2c1C(=O)CCC2
47: NC(=O)Cc1nc(-c2ccc(F)cc2)cs1
48: COc1ccc(CNC(=O)c2cccc3c(-c4cccnc4)coc23)cc1OC
49: Cc1ccc(/C=N/NC(=O)c2cc(-c3ccc(C)o3)[nH]n2)cc1
50: CCOCCCNC(=O)c1ccc2c(c1)OCO2

entry no.	41	42	43	44	45	46	47	48	49	50
NOD2-RIPK2 inh	-11	-7	8	-12	-1	-13	-2	2	-6	-3
TLR9-MyD88 inh	-5	5	-2	-6	-2	-11	1	/	-6	2
MC4R ag barr	-0.2	0.5	-1.4	-2.3	-1.8	-1.1	-2.0	0.3	-2.1	-1.8
ABHD5-PLIN5 inh	6	4	4	5	-5	-3	7	1	3	0
ABCB6 inh 2	94	95	86	103	99	89	91	94	95	97
Vif imaging	-6	/	-16	1	-5	-4	-7	-19	-3	2
aDG glyco up	0.1	0.1	0.0	-0.3	0.1	0.2	0.0	8.1*	0.0	-0.2
MC4R antag cAMP	-9	11	-7	5	7	5	11	1	-9	4
Glyco luc inh	1	3	-1	1	2	1	2	?	12	1
Granule exo inh	-4	0	7	9	1	-1	-6	-1	5	-1

51: COc1ccc(-n2nc(C(=O)NCC(=O)N3CCOCC3)c3ccccc3c2=O)cc1Cl
52: Cc1c(NC(=O)CSc2cccc3cccnc23)c(=O)n(-c2ccccc2)n1C
53: Nc1nc(Cl)cc(-c2ccccc2)n1
54: O=C(C1=NNCC1c1ccccc1)C1CO1 (configuration not stated)
55: O=C(O)/C(=C\c1cccs1)c1ccc(F)cc1
56: CC1(C(=O)NS(=O)(=O)c2cccc(F)c2)CCN1C(=O)C1(c2ccc(Cl)cc2)CCC1 (configuration not stated)

entry no.	51	52	53	54	55	56
NOD2-RIPK2 inh	-8	6	-2	-5	-3	-7
TLR9-MyD88 inh	-7	-3	/	-1	-4	/
MC4R ag barr	-1.2	-3.3	-0.1	-2.1	-0.8	0.5
ABHD5-PLIN5 inh	1	-18	-1	-6	-5	-7
ABCB6 inh 2	96	97	99	103	101	100
Vif imaging	5	0	-2	-1	-4	11
aDG glyco up	-0.2	-0.3	0.0	-0.2	-0.2	-0.1
MC4R antag cAMP	1	13	20	6	11	1
Glyco luc inh	-3	?	2	0	0	-1
Granule exo inh	17	-1	0	0	-2	9

# Compound activity (PubChem)
